# Assay outcomes from PubChem BioAssay.
# Rac1 GTP hydrolysis: MgcRacGAP GTPase-activating activity inhibitors, confirmation, biochemical, ADP Hunter fluorescence | Rac GTPase-activating protein 1 (Homo sapiens) | MgcRacGAP-stimulated Rac1 GTP hydrolysis, ADP Hunter fluorescence; higher % means a stronger effect; GST-tagged Rac1 F28L mutant substrate | actives 0.6% (n = 340,000) | inhibition, % at 30 µM, or IC50 in µM where a hit was titrated | AID 624330, 2012;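 active = first-screen hits whose inhibition reached a set limit at any dose in the follow-up dose series; inconclusive = inhibition above the set first-screen limit but never retested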;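 note: fluorescence reports GDP produced by GAP-driven GTP hydrolysis; strong numbers were not always called active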
# bCat nuc transl: modulators of beta-catenin nuclear translocation, primary screen, imaging, HeLa cells, immunofluorescence, high-content. nuclear translocation activity, % at 5 µM. actives 0.3% (n = 190,000). AID 1665, 2009;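 active = nuclear translocation activity above 50% at 5 µM, with a well cell count of 50 or more; inconclusive = wells under 50 cells across six images, flagged as toxic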;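 note: per-cell ratio of nuclear to cytoplasmic median beta-catenin stain intensity; plate controls were DMSO negative control for no effect and GSK-3 inhibitor IX positive control for full effect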
#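 System: HeLa cells, endogenous beta-catenin; compound dosing: 5 µM primary single dose, 0.1% DMSO, 0.02–20 µM confirmation series; incubation: 24 h compound exposure at 37°C, 5% CO2; signal: beta-catenin immunofluorescence imaging with DAPI; evaluation: % activation, nuclear-to-cytoplasmic median beta-catenin signal ratio per cell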
# West Nile antiviral: West Nile virus antiviral activity, cell-based, CPE readout (AID 1621); West Nile virus-infected cells, CPE inhibition; higher % means a stronger effect; one-dose CPE inhibition, % at 10 µM; IC50 in µM for titrated hits; actives 0.02% (n = 290,000); in the data active = a potency from the dose series; inconclusive = CPE inhibition mostly from about 3.7% at the one dose, without a potency; inactive = the rest, 99 in 100 with CPE inhibition below about 2.2%; note: strong numbers were not always called active
# Myeloid diff 2: induction of myeloid progenitor differentiation, primary screen, cell-based, flow cytometry, MLPCN library; actives 1% (n = 360,000); AID 624256, 2012; calls only at 10 µM; ER-HoxA9 myeloid progenitors, lysozyme-GFP differentiation;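 active = normalized GFP-positive differentiation at or above the plate's own cutoff, the solvent-only control mean plus 3 SD; inconclusive = no clear call, values can overlap the other calls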;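 note: cells exposed to compound for four days before flow analysis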
# SV40 large T antigen: SV40 large T antigen inhibitors, biochemical (AID 1903) | SV40 large T antigen ATPase/helicase inhibition assay; higher % means a stronger effect | actives 0.39% (n = 310,000) | inhibition, % at 20 µM, or IC50 in µM where a hit was titrated; in the data active = a potency from the dose series; inconclusive = inhibition mostly from about 32% at the one dose, without a potency; inactive = the rest, 99 in 100 with inhibition below about 32%; note: strong numbers were not always called active
# WT yeast gro inh: growth inhibition of WT strain, primary screen, mitochondrial fusion inhibitor project, WT and mutant strains, chemical genetic; AID 1362, 2008; actives 2.1% (n = 190,000); inhibition, % at 10 µM; mitochondrial fusion phenotypic screen; in the data active = inhibition above about 58%; tested in S. cerevisiae
# PhoP inhibition: inhibitors of PhoP regulon expression, primary screen, Salmonella Typhimurium, GFP reporter (AID 1863). inhibition, % at 50 µM, or IC50 in µM where a hit was titrated. actives 0.16% (n = 300,000). S. Typhimurium PhoP-regulated promoter GFP reporter, 4 h; higher % means a stronger effect;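 active = inhibition over 29.93%, a cutoff 3 SD above the screen mean, later confirmed by dose response; inconclusive = inhibition over 29.93% but no dose response follow-up; inactive = inhibition at most 29.93% or unconfirmed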;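 note: 0% = low Mg2+ inducing control and 100% = high Mg2+ repressing control; strong numbers were not always called active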
# T cell HTS: modulators of CD8 T cell-vesicle binding, primary screen, mouse 2C CD8+ T cells, flow cytometry. calls only at 7 µM. actives 0.068% (n = 330,000). 2C CD8+ T cell-vesicle binding; stronger effect = lower value;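 active = response, share of CD8 T cells binding vesicles, and their 90th percentile fluorescence all below set limits, cut at about 80% in these data, passing the limit was not always enough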
#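 Material: murine 2C transgenic CD8+ T lymphocytes / Also added: QL9-peptide-loaded Drosophila micro-vesicles bearing Ld, ICAM-1 and B7-1 / Schedule: binding step 1.5 h, 37 °C, antibody labelling 20 min, ice / Signal: flow cytometry, PE anti-B7-1 (FL2) versus Alexa647 anti-CD8 (FL8), PFA-fixed / Evaluation: percent CD8+ FL2 mean versus row control / Benchmarks: naked versus QL9-loaded vesicles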
# RSV antiviral HEp-2: RSV antiviral activity via CPE protection, HEp-2 cells, primary 10 µM value included (AID 2391). HEp-2 cells, RSV-induced CPE inhibition; higher % means a stronger effect. CPE inhibition, % at 10 µM; hits with a dose series show IC50 in µM. actives 0.13% (n = 310,000); in the data active = a potency from the dose series; inconclusive = CPE inhibition mostly from about 23% at the one dose, without a potency; inactive = the rest, 99 in 100 with CPE inhibition below about 21%; note: strong numbers were not always called active
# WT yeast gro inh mutant strain: further read-out of WT yeast gro inh, marked with its call; inhibition, %; mitochondrial fusion phenotypic screen, mutant strain inhibition
# bCat nuc transl cell count 5 µM: recorded beside bCat nuc transl, whose call it bears; cell count; measured here: cell count, cytotoxicity flag
# T cell HTS vesicle-bound %: recorded beside T cell HTS, whose call it bears; double positive events, %; measured here: CD8+ vesicle-bound cell fraction;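 binding gate set so that unloaded-vesicle control wells show 10% double positive cells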
# Myeloid diff 2 GFP+ MAC1+ %: further read-out of Myeloid diff 2, marked with its call; GFP+ MAC1+ double positive, %; measured here: differentiation confirmed by MAC1 staining
# * hit, by the source's call; i = inactive; ? = inconclusive; . = no result given.
compound	Rac1 GTP hydrolysis	bCat nuc transl	bCat nuc transl cell count 5 µM	West Nile antiviral	Myeloid diff 2	Myeloid diff 2 GFP+ MAC1+ %	SV40 large T antigen	WT yeast gro inh	WT yeast gro inh mutant strain	PhoP inhibition	T cell HTS	T cell HTS vesicle-bound %	RSV antiviral HEp-2
CCOc1ccccc1-c1cc(-c2n[nH]c(=S)n2CC)c2ccccc2n1	4%	.	.	-0.1%	i	1.0	27%	5	-14	4%	i	41	5.1%
CC(=O)Oc1ccc(/C(C)=N\N2CCN(Cc3ccc(Cl)cc3)CC2)cc1	10%	.	.	-0.7%	i	0.2	15%	.	.	3%	i	65	-0.6%
CCN(CC)S(=O)(=O)c1cc(NC(=O)c2cccc(N3C(=O)CCC3=O)c2)ccc1Cl	8%	.	.	.	i	0.6	24%	.	.	-3%	i	53	0.4%
CC1CCCC(NC(=O)CC2Nc3ccccc3NC2=O)C1C (centres undefined)	11%	0.7	1360	.	i	1.8	12%	35	5	1%	i	61	0.6%
Cc1ccc(NC(=O)c2cc(C(=O)Nc3ccc(C)cc3)n(C)n2)cc1	2%	.	.	.	i	0.3	11%	.	.	.	i	16	0.7%
CC1CCCCN1C(=O)Cn1c(=O)n(CCC(=O)NCc2ccco2)c(=O)c2sccc21 (centres undefined)	10%	-3.6	1062	-0.3%	i	1.1	1%	-11	1	-4%	i	2	1.0%
CC(Oc1ccc(Br)cc1)C(=O)N(C)CC(=O)Nc1ccc(N2CCOCC2)cc1 (centres undefined)	9%	.	.	.	i	1.0	18%	.	.	3%	i	38	1.1%
COc1cc(NC(=O)c2cc(C)nc3ccccc23)cc(OC)c1OC	-9%	-0.6	1051	0.4%	i	0.4	11%	-18	3	8%	i	46	0.9%
OCCSc1ncnc2c1oc1ccccc12	5%	-2.0	759	0.4%	i	1.5	9%	13	6	2%	i	21	7.7%
Cc1ccc(N/N=C/C=C/c2ccco2)cc1	7%	.	.	.	i	0.6	13%	.	.	.	i	32	12%
COc1ccccc1CC(=O)NN1C(=O)c2ccccc2C1=O	1%	-0.1	977	-0.2%	i	0.7	5%	14	12	11%	i	39	2.8%
Cc1ccc(OCC(=O)NC2CCSc3ccccc32)cc1 (centres undefined)	4%	.	.	.	i	0.9	11%	.	.	12%	i	40	1.9%
Cc1ccc(CNC(=O)CSCc2cccc(F)c2)cc1	11%	-0.9	1087	0.2%	i	0.2	1%	2	-3	-10%	i	35	0.8%
O=C(CNC(=O)c1ccc2c(=O)n3c(nc2c1)CCC3)Nc1ccc(F)c(F)c1	7%	.	.	.	i	0.7	31%	.	.	10%	i	22	-0.4%
N#C/C(C(=O)N1CCCCC1)=C1/N=C(NC(=O)c2ccc(F)cc2)c2ccccc21	7%	.	.	1.0%	i	5.1	9%	.	.	-8%	i	13	3.9%
Cc1ccc2cc3c(NS(=O)(=O)c4cccc5nonc45)nn(CC(C)C)c3nc2c1	13%	.	.	-0.1%	i	4.6	29%	.	.	1%	i	45	6.5%
CCOc1cc(CNn2cnnc2)cc(Br)c1OCC(=O)NC1CCCCC1	6%	-0.8	1020	0.2%	i	1.3	4%	-3	6	-5%	i	18	-0.7%
COCCCNS(=O)(=O)c1ccc(S(=O)(=O)N2CCCC2)cc1	8%	-2.8	978	0.1%	i	1.1	24%	23	5	-11%	i	27	0.6%
Cc1oc(-c2ccc(Cl)cc2)nc1CS(=O)CC(=O)NCc1ccccc1 (centres undefined)	.	.	.	-0.5%	?	.	11%	.	.	-7%	i	26	14%
CCC1CCCCN1c1nc2c(C=O)c(C)nn2c2ccccc12 (centres undefined)	4%	-4.7	1264	?	i	1.6	12%	-1	9	3%	i	26	41%
CC(=O)C1=C(C)NC(SCC(N)=O)=C(C#N)C1CC(C)C (centres undefined)	6%	-1.2	639	-0.6%	i	0.8	19%	10	9	-11%	i	23	-1.5%
COc1ccc(NC(=S)N(CCc2nc3cc(C)c(C)cc3[nH]2)Cc2cccnc2)cc1	6%	0.2	1435	-0.5%	i	1.8	6%	15	0	15%	i	25	6.0%
FC(F)(F)c1ccc(N2CCN(c3cc(-c4ccccc4)nc4ncnn34)CC2)nc1	-3%	1.5	1406	?	i	16	-2%	64*	43*	4%	i	38	0.3%
Cc1c(C(=O)N2CCCCC2)c(S(=O)(=O)N2c3ccccc3CC2C)c(C)n1C (centres undefined)	-7%	.	.	-0.3%	i	3.2	.	.	.	-1%	i	20	-0.3%
O=C(CCC(=O)N1CCSc2ccccc21)NC1CCCCC1	-4%	.	.	-0.3%	i	0.9	.	.	.	.	i	60	-0.4%
O=C(COc1nc2ccccc2nc1N1CCOCC1)Nc1ccc(S(=O)(=O)N2CCCC2)cc1	8%	-1.7	1134	-1.1%	i	1.0	4%	11	15	-5%	i	55	4.4%
COC(=O)C(C(=O)Nc1cccc(C)n1)C1CCCCCC1 (centres undefined)	7%	0.5	1279	0.1%	i	3.0	7%	1	-1	-2%	i	44	2.5%
CCN(CC)S(=O)(=O)c1c(Br)cc(C)cc1Br	2%	-2.1	1253	0.4%	i	7.0	3%	5	9	7%	i	19	1.6%
Cc1ccc(S(=O)(=O)CCC(=O)Nc2nc(-c3ccncc3)cs2)cc1	11%	.	.	2.8%	.	.	11%	.	.	-4%	i	55	2.8%
O=C(NCC1COc2ccccc2O1)c1ccc(NC(=O)C2CCCO2)cc1 (centres undefined)	11%	0.3	1068	-0.4%	i	0.6	2%	6	3	5%	i	24	3.2%
CC(=O)n1cc([C@@H]2C=C(C(=O)N3CCOCC3)O[C@H](OCCCCO)C2)c2ccccc21	13%	-3.9	1230	-0.8%	i	0.3	3%	-41	-20	-10%	i	26	0.6%
CN(CC(=O)NCC1CCCO1)S(=O)(=O)c1ccc(Br)cc1 (centres undefined)	7%	.	.	-0.2%	i	1.0	13%	.	.	-3%	i	10	0.0%
O=C(NCc1ccc2c(c1)OCO2)c1cccc(F)c1	9%	-0.5	824	0.3%	i	0.4	8%	-11	12	1%	i	57	-0.8%
COc1ccc(/C(C)=N/OCC(=O)N=Nc2c(O)[nH]c3ccccc23)cc1	7%	5.7	837	0.3%	i	0.4	16%	9	24	-9%	i	54	0.9%
CN(Cc1ccco1)S(=O)(=O)c1csc(C(N)=O)c1	-12%	.	.	0.8%	?	.	10%	.	.	3%	i	17	-1.4%
CSc1nc(C)c2c(c1C#N)CCCC2	-1%	-0.6	999	1.0%	i	1.0	-3%	2	-7	-7%	i	57	4.1%
Cc1cc(N2CCN(C)CC2)nc2ccc(NC(=O)CCC(=O)NCCC(C)C)cc12	10%	-0.5	1122	0.0%	i	0.4	9%	10	8	-8%	i	14	-1.7%
CC1CCCC(C)N1C(=O)COC(=O)CCC1CCCC1 (centres undefined)	3%	.	.	-0.5%	i	6.7	3%	.	.	6%	i	39	0.4%
COc1ccc(S(=O)(=O)Nc2ccccc2C(=O)NCc2cccnc2)cc1	7%	.	.	1.0%	i	0.7	8%	.	.	1%	i	19	5.2%
Cc1cc(=O)[nH]c(SCC(=O)Nc2ccc(C(=O)O)cc2)n1	-1%	.	.	0.1%	i	0.5	-2%	2	8	-5%	.	.	2.6%
COc1ccc2c(CC(=O)N(C)CC3COc4ccccc4O3)coc2c1 (centres undefined)	4%	2.6	1195	-0.4%	i	1.3	-3%	13	-2	-3%	i	31	?
CSC(=NC#N)N1CCN(C(c2ccccc2)c2ccccc2)CC1	7%	.	.	-0.4%	i	0.2	4%	.	.	-5%	i	55	5.5%
Cc1ccc(-n2nc3c(N4CCC(C(=O)NCCc5ccccc5C)CC4)nnc(C)c3c2C)cc1	8%	.	.	-0.5%	?	.	7%	.	.	1%	i	10	0.7%
C/C(=N\NC(=O)CN(c1ccccc1Br)S(C)(=O)=O)c1ccc2c(c1)OCCO2	0%	-1.4	978	-0.6%	i	0.5	-4%	3	18	-10%	i	46	2.7%
Cc1cc(C(=O)OCC(=O)NCc2ccc(Cl)cc2)c(C)o1	3%	6.0	1051	0.1%	i	0.4	0%	-8	-37	-9%	i	27	0.0%
CC(=O)Nc1c(-c2ccccc2)c2cc(Br)ccc2[nH]c1=O	7%	.	.	-0.5%	i	0.4	5%	.	.	3%	i	58	2.5%
CCOC(=O)COc1coc(CN2CCN(c3ccc(F)cc3)CC2)cc1=O	4%	.	.	-0.2%	i	0.3	9%	.	.	0%	i	24	1.6%
CC(C)C(=O)N1CCN(c2ccc([N+](=O)[O-])c(NC(C)c3ccccc3)c2)CC1 (centres undefined)	4%	4.2	1207	-0.3%	.	.	0%	9	-1	-7%	i	40	4.9%
COc1cccc(/C=N/NC(=O)c2cc(-c3cccn3C)n[nH]2)c1O	10%	0.0	640	13%	i	3.7	13%	9	-7	5%	i	16	12%
O=C(NCCCN1CCCCC1)c1ccc2c(c1)NC(=O)C(N1CCCCC1)S2 (centres undefined)	16%	-1.4	1302	0.2%	i	0.5	6%	18	-4	8%	i	11	.
Cc1nc2nc(C)c(NS(=O)(=O)c3cccs3)c(=O)n2[nH]1	3%	.	.	1.2%	i	0.8	9%	.	.	-3%	i	20	0.6%
